APP 5'UTR act: activators of APP 5'UTR luciferase reporter, primary screen, SH-SY5Y cells. SH-SY5Y APP 5'UTR luciferase reporter, luminescence; zero percent = DMSO vehicle wells. activation, % at 2 µM. actives 1% (n = 190,000). AID 1276, 2008;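 active = activation above a set limit, based on mean plus 3 SD of controls, cut at about 140% in these data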; also: values of inactives mirror those of a sister screen read the other way
ROMK primary: ROMK potassium channel modulators, primary screen, cell-based, thallium flux, MLSMR library. ATP-sensitive inward rectifier potassium channel 1 (Homo sapiens), P48048. Tet-inducible ROMK, thallium flux fluorescence; actives lie on both sides. B-score at 10 µM. actives 2% (n = 130,000);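 active = signal ratio slope over the read window, or its plate-corrected B-score, at least 3 SD from the plate mean, either direction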;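 also: B-score of the F/F0 ratio slope over 7 to 12 s after thallium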
Target sequence (P48048 whole entry, looked up): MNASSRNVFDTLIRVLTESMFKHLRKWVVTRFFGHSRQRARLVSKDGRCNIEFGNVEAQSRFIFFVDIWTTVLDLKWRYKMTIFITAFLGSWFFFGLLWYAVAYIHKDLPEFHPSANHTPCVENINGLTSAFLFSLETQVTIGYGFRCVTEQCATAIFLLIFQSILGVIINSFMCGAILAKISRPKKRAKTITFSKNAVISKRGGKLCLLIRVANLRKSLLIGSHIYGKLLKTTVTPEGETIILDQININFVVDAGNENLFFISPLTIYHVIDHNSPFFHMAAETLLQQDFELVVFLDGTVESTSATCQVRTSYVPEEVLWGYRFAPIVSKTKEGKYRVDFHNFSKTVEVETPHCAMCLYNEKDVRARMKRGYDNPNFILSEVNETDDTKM
STAT3 act: IL-6 driven STAT3 reporter potentiators, primary screen, U3A cells, luciferase, luminescence, MLSCN library. IL-6 STAT3-luciferase reporter; 100% = signal with IL-6 EC80 alone. activation (% of control), % at 5.6 µM. actives 0.91% (n = 190,000). AID 871, 2007;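 active = activation above the screen-wide mean of compound activation plus 3 SD, cut at about 130% in these data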;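 also: 0% = background luminescence of wells with medium and substrate only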
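Material: STAT3-luciferase reporter U3A cells. Controls: IL-6-treated wells, 100% activation. Read-out: % activation versus median of IL-6-stimulated wells. Probe or stimulus: IL-6 stimulus at 33 ng/mL final. Timing: compound 1 h, then IL-6 6 h at 37 °C. Signal: reporter luminescence signal.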
FLuc act counter: FLuc activators, initial screening, artefact control for FLuc-dependent activation tests, biochemical, ATPlite luminescence; ATPlite luciferase biochemical, 10 min; 0 = ATP-free wells, 1 = DMSO control; activation factor at 10 µM; 200,000 tested, under 10 active;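 active = luciferase activation factor, scaled between plate controls, of at least 2 with compound at 10 µM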
Target sequence (P08659 whole entry, looked up): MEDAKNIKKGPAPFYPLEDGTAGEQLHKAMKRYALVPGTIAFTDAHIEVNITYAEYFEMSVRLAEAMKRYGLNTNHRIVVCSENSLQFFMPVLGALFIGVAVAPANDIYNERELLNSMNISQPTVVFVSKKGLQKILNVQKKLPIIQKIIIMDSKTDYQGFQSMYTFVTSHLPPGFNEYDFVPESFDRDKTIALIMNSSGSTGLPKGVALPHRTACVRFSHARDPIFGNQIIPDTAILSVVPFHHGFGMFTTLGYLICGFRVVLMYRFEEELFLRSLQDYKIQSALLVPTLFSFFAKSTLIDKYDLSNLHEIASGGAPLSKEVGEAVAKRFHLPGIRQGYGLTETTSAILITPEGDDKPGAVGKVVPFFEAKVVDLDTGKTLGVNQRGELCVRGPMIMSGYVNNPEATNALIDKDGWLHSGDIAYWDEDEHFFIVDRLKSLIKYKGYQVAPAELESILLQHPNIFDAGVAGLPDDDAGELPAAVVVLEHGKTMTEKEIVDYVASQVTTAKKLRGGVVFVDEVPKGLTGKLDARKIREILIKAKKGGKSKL
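System: luciferase plus luciferin reagent, cell-free; medium: PBS as buffer for the ATP substrate; dosing: test compounds dosed from 2 mM stocks in 100% DMSO; timing: 10 min post-reagent at room temperature; measured by: luminescence measurement of luciferase light output; evaluation: luciferase activation, seen as luminescence increase over controls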
NF-kB expr up: activators of NF-kB expression in neurons, primary screen, cell-based, HTS. human neuronal cells, NF-kB reporter expression; active compounds read high. fold change at 12.5 µM. actives 1.6% (n = 190,000). AID 1239, 2008; in the data active = fold change above about 3.3
STAT1 activator: STAT1 signaling activators, primary screen, cell-based, HTS, luciferase reporter. NIH 3T3 STAT1-luciferase reporter, IFN-gamma, luminescence; 100% = IFN-gamma alone, no compound. activation (% of control), % at 5.5 µM. actives 2.6% (n = 200,000). AID 932, 2007;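 active = activation above the screen-wide mean activation plus 3 SD, cut at about 130% in these data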;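 also: raw ratio to IFN-gamma control signal so 100% means no change and 0% no light; values of inactives mirror those of a sister screen read the other way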
FLuc inh counter: firefly luciferase enzyme inhibitors, primary screen, artefact control for luciferase-based inhibitor screens, biochemical, luminescence, ATPLite; Luciferin 4-monooxygenase (Photinus pyralis), P08659; 10 min; inhibition, % at 10 µM; actives 1.5% (n = 200,000); AID 1006, 2008;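 active = inhibition above about 50% when tested at 10 µM, limit read from the data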
APP transl inh: inhibitors of APP translation via 5'UTR reporter, primary screen, APP 5'UTR luciferase, SH-SY5Y cells | inhibition, % at 2 µM | SH-SY5Y APP 5'UTR-luciferase reporter, luminescence | actives 0.82% (n = 190,000);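 active = inhibition above a set limit, derived from the sample mean plus 3 SD, cut at about 45% in these data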; also: values of inactives mirror those of a sister screen read the other way
STAT1 blocker: STAT1 signaling inhibitors, primary screen, cell-based, HTS, luciferase reporter. NIH 3T3 STAT1-luciferase reporter, IFN-gamma, luminescence. inhibition, % at 5.5 µM. actives 0.35% (n = 200,000);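 active = inhibition above a set limit, the mean inhibition across all tested compounds plus 3 SD, cut at about 34% in these data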;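 also: 0% = IFN-gamma with DMSO and 100% = IFN-gamma with 300 µM nifuroxazide; values of inactives mirror those of a sister screen read the other way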
STAT3 inh: IL-6 driven STAT3 reporter inhibitors, primary screen, U3A cells, luciferase, luminescence, MLSCN library. IL-6 STAT3-luciferase reporter; host cell line lacks STAT1. inhibition, % at 5.5 µM. actives 0.89% (n = 190,000);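 active = inhibition above the mean inhibition across all screened compounds plus 3 SD, cut at about 44% in these data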;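 also: 0% = DMSO only wells and 100% = 100 µM nifuroxazide control wells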
An asterisk follows results filed as active; . = not tested or not shown.

Order of values – APP 5'UTR act, ROMK primary, STAT3 act, FLuc act counter, NF-kB expr up, STAT1 activator, FLuc inh counter, APP transl inh, STAT1 blocker, STAT3 inh
Oc1ccc2ccc3cccc[n+]3c2c1
→ 15, ., 100, ., ., 96, ., -15, 3, 2
COc1cccc(C(=O)N2CCN(S(C)(=O)=O)CC2)c1
→ -17, -1.7, 106, 1, 0.97, 104, -3, 17, -4, -1
COc1ccc(NC(=O)CC2SC(N)=NC2=O)c([N+](=O)[O-])c1 (configuration not stated)
→ -7, -0.076, 97, 1.1, 0.92, 94, -8, 7, 5, 9
CCOCCCN1C(=O)C(O)=C(C(C)=O)C1c1cccs1 (configuration not stated)
→ -4, 1.1, 106, ., 2.2, 115, ., 4, -12, -4
COc1ccc(-n2c(Cc3cccn3C)nnc2SCC(=O)NCc2ccccc2Cl)cc1
→ -2, ., 111, 1.1, 0.77, 97, -7, 2, 4, -13
O=C(c1cnn(-c2ccccc2)c1-n1cccc1)N1CCN(C2CCCCC2)CC1
→ -7, ., ., 1, 0.88, 86, -1, 7, 14, .
CC(=O)NCCNC(=O)c1oc2ccccc2c1CSc1ncn[nH]1
→ -3, 0.081, 103, 1.1, 1.1, 95, -5, 3, 5, 1
O=C(CCNC(=O)c1ccccc1Cl)Nc1nccs1
→ 11, -1, 111, 1, 1.3, 103, 0, -11, -2, -13
COCCN(C(=O)CSc1nnc(Nc2ccccc2F)s1)c1c(N)n(Cc2ccccc2)c(=O)[nH]c1=O
→ ., -0.042, 109, 1, 1.1, 94, -4, ., 7, -13
COC(=O)CNc1ccc2c(c1)OCO2
→ -8, ., 98, 1, 1.4, 107, -2, 8, -8, 6
CSc1nc(SCCO)c2sc3nc(-c4ccco4)c4c(c3c2n1)CC(C)(C)OC4
→ -9, 0.45, 108, 1, 2, 98, -2, 9, 2, -9
Cc1nc(N2CCN(c3ccccc3)CC2)[nH]c(=O)c1Cc1ccccc1
→ -10, ., 82, 1.1, 0.97, 94, -8, 10, 7, 26
CC(=O)c1ccc(NC(=O)N2CCN(c3ccc(C)cc3)C(C)C2)cc1 (configuration not stated)
→ 11, 1.3, 93, 1, 0.95, 96, -3, -11, 2, 13
COCCNc1nc(-c2ccccc2)nc2ccccc12
→ 22, ., 97, 1, 1.1, 100, 2, -22, -2, 5
CC(C)n1cc(NC(=O)C2CC(c3cccc(Br)c3)=NO2)cn1 (configuration not stated)
→ -6, ., 95, 1.1, 1.1, 95, -7, 6, 6, 7
Cc1nc2ccccn2c1C(=O)N=Nc1c(O)[nH]c2ccccc12
→ 27, ., 98, 1, 0.92, 113, 0, -27, -15, 3
CCOC(=O)c1sc(NC(=O)C2C3C=CC(C3)C2C(=O)O)nc1C (configuration not stated)
→ -10, -0.45, 101, 1, 2.1, 100, -3, 10, 2, -2
CCOc1ccc(C(=O)NCc2cccnc2)cc1[N+](=O)[O-]
→ 9, 0.86, 100, 1, ., 99, -4, -9, 2, 6
Cc1ccc2cc(/C=N/NC(=O)c3ccccc3[N+](=O)[O-])c(Cl)nc2c1
→ 9, -0.45, 80, 1.1, 0.98, 92, -5, -9, 7, 26
COc1ccc(-c2nn(CC(=O)NCCc3ccccc3)c(=S)n2C)cc1
→ 8, -0.083, 101, 1, 1, 102, -1, -8, -2, -3
O=C(CSc1nnc(Cc2ccccc2)n1-c1ccccc1)N1CCOCC1
→ 5, ., 95, 1.1, 1.1, 96, -5, -5, 5, 11
O=c1c(Cl)c(NCCO)ncn1-c1ccccc1
→ 4, ., 100, 1, 1.3, 94, -2, -4, 6, 5
O=C(C1=C(O)C(=O)N(Cc2ccco2)C1c1ccccc1)c1cccs1 (configuration not stated)
→ 24, ., 99, 1.1, 1.1, 86, -6, -24, 8, 11
CCc1ccc(NC(=O)c2cnc(N3CCN(c4ccccn4)CC3)c3ccccc23)cc1
→ 5, 0.26, 88, 1, 0.61, 100, -1, -5, -1, 16
COc1cc(NC(=O)c2cccc([N+](=O)[O-])c2C)ccc1NC(=O)c1ccco1
→ 19, ., 92, 1.1, 1, 126, -9, -19, -30, 12
CCCCSc1nnc2nc(C)cc(C)n12
→ 4, -0.27, 90, 1, 1.3, 106, -3, -4, -7, 14
COc1ccc(-c2nnco2)cc1OC
→ 2, 0.38, 108, 1, 0.96, 97, -2, -2, 3, -3
O=c1[nH]c(=O)n(Cc2ccccc2)c2nc(-c3ccco3)cc(C(F)(F)F)c12
→ 7, 0.24, 94, 1.1, 1.4, 88, -5, -7, 13, 9
CC1CN(c2ccc(Cl)nn2)CC(C)O1 (configuration not stated)
→ 9, 1.7, 89, 1, 1.1, 95, 0, -9, 3, 20
COc1cc(CNCCO)ccc1OC1CCCC1
→ 0, 0.57, 93, 1.1, 1, 96, -5, 0, 5, 14
O=[N+]([O-])c1ccccc1/C=N/NC1=NCCCCC1
→ 37, ., 114, 0.9, 2.1, 133*, 7, -37, -36, -17
COc1ccccc1CN(CC(=O)NCc1ccco1)C(=O)CNS(=O)(=O)c1ccc(C)cc1
→ 11, -0.3, 96, 1.1, 0.83, 101, -7, -11, -1, 14
COc1ccc(N2CCN(C3CC(=O)NC3=O)CC2)cc1 (configuration not stated)
→ 6, 0.046, 106, 1.1, 0.95, 100, -6, -6, 0, -5
O=C(CO/N=C/c1ccc(OC(F)F)cc1)N1CCc2ccccc21
→ -5, 0.37, 102, 1, 1.1, 106, -2, 6, -6, -4
CC(=O)Nc1ccc(S(=O)(=O)N2CCN(C34CC5CC(CC(C5)C3)C4)CC2)cc1
→ 19, -0.82, 99, 1, 1.1, 111, 0, -19, -12, 5
Cc1nc(CSc2nnc3scc(-c4ccccc4)n23)cs1
→ 15, 1.3, 94, 1.1, 1.2, 101, -5, -15, -1, 9
COc1ccccc1OCc1csc(NC(=O)c2ccco2)n1
→ 64, -0.19, 112, 1, 1.9, 123, 2, -64, -26, -7
C=CCNc1nc(N2CCOCC2)nc(N2CCOCC2)n1
→ 11, 0.22, 98, 1.1, 1.3, 96, -6, -11, 3, 4
COc1ccc(OC)c(C2C(C(C)=O)=C(O)C(=O)N2CCc2ccc(OC)c(OC)c2)c1 (configuration not stated)
→ 0, -0.0039, 104, 1.1, 1.2, 102, -8, 0, -2, -2
CCOC(=O)c1sc2nc3c(cc2c1N)COC(C)(C)C3
→ 117, 0.034, 102, 0.8, 5.9*, 136*, 25, -117, -39, 2
CCN(CC)C(=O)CSc1nc2cc3c(cc2c(=O)n1Cc1ccc(OC)cc1)OCO3
→ 1, 0.13, 91, 1, 1, 103, -2, -2, -6, 16
Cc1ccc(C)c(Cc2c(C)nc3c(C(=O)N4CCOCC4)cnn3c2C)c1
→ -5, -0.17, 95, 1, 1.4, 98, -4, 4, 2, 8
Cc1ccc(S(=O)(=O)Nn2c(C)nnc2-n2nc(C)cc2C)cc1
→ 2, 0.094, 98, 1.1, 1.2, 98, -6, -2, 2, 4
Cc1ccc(NC(=O)CN2CCN(c3ccccn3)CC2)cc1S(=O)(=O)N(C)C
→ 13, 0.83, 98, 1.1, 1.1, 104, -5, -13, -4, 3
COc1ccc(NC(=O)N(CCO)Cc2cc3c(C)cc(C)cc3[nH]c2=O)cc1
→ 2, ., 82, 1, 0.82, 97, -3, -2, 3, 24
Cc1ccc(C(=O)NCC(=O)N2CCN(S(=O)(=O)c3cccs3)CC2)s1
→ -4, ., 94, 1.1, 1.4, 96, -6, 4, 3, 10
Cc1nnc(SCC(=O)NCCc2ccccc2)s1
→ -10, 0.61, 105, 1.1, 1.1, 99, -7, 10, 1, 3
COc1ccccc1N1CCN(C(=O)C2CCN(S(=O)(=O)c3ccc(C)cc3)CC2)CC1
→ 14, ., 104, 1.1, 0.87, 107, -7, -14, -9, 0
COc1cccc(NC(=O)CN2CCN(c3nc(-c4cccc(OC)c4)cs3)CC2)c1
→ 15, ., 97, 1, 1, 103, -2, -15, -3, 6
COc1cc(CN(C)CC(=O)c2[nH]c(C)c(C(C)=O)c2C)ccc1OC(F)F
→ 9, ., 72, 1, 0.81, 83, -1, -8, 19, 35
Cc1ccc2c(CC(=O)NCC(C)(C)N3CCOCC3)coc2c1
→ -22, 1.1, 101, 1, 0.97, 101, -2, 22, -3, 1
CC(=O)C1=C(C)Nc2ncnn2C1c1ccccc1OCc1ccccc1 (configuration not stated)
→ 2, ., 104, 1, 1.2, 98, -2, -2, 17, -4
CCN(CCn1cccn1)Cc1nc(-c2ccc(OC)cc2)no1
→ 3, -0.66, 93, 1, 1.3, 99, -1, -3, -1, 12
CCN(CC)S(=O)(=O)c1cccc(C(=O)Nc2nncs2)c1
→ -14, 0.81, 98, 1.1, 0.94, 96, -8, 14, 3, 7
CCOC(=O)c1cc(NC(=O)c2ccccc2)c(=O)oc1C(F)(F)F
→ 16, -1.4, 103, 1, 1.2, 106, -1, -16, -8, 3
O=C1N(CCCN2C(=O)C3(OCCO3)c3ccccc32)c2ccccc2C12OCCO2
→ 6, 1.4, 90, 1.1, 0.79, 108, -8, -6, -9, 18
CC(=O)Nc1ccc(Nc2ncc([N+](=O)[O-])c(Nc3ccc(NC(C)=O)cc3)n2)cc1
→ 14, 0.41, 101, 1, 0.79, 104, -3, -14, -4, 6
CCC(C)NC(=O)CS(=O)(=O)Cc1nc(-c2cccc(OC)c2)oc1C (configuration not stated)
→ 6, ., 89, 1.1, 1.1, 100, -7, -6, 1, 18
COc1ccc(C2C(C(=O)NCc3ccccn3)c3cc(OC)c(OC)cc3C(=O)N2C)cc1 (configuration not stated)
→ -9, ., 95, 1, 1.3, 91, -4, 9, 10, 13
CC(=O)N1CCN(c2cccc(C)c2C)CC1
→ 4, -0.097, 98, 1, 0.97, 97, -2, -4, 3, 5

Remaining list, next part
Order of values – APP 5'UTR act, ROMK primary, STAT3 act, FLuc act counter, NF-kB expr up, STAT1 activator, FLuc inh counter, APP transl inh, STAT1 blocker, STAT3 inh
O=C(c1ccc(Cl)cc1[N+](=O)[O-])N1CCN(c2ccccn2)CC1
→ -9, -0.9, 106, 1.1, 1.1, 96, -6, 9, 5, -4
Cc1cc(C(=O)NNC(=S)Nc2ccccc2C)cs1
→ 71, 0.038, 100, 0.7, 2.3, 130*, 28, -71, -33, 5
Cc1ccc(-c2cc(C(=O)OCC(=O)N(C)C3CCS(=O)(=O)C3)c3ccccc3n2)c(C)c1 (configuration not stated)
→ -10, 0.13, 99, 1, 1.1, 97, -4, 10, 2, 9
CC(C)(C)c1ccc(S(=O)(=O)O/N=C2/CCCCC2c2ccc([N+](=O)[O-])cc2[N+](=O)[O-])cc1 (configuration not stated)
→ 8, 1.1, 104, 1, 0.91, 96, -3, -8, 4, 0

Looked up above.
CC1CN(c2ccc(Cl)nn2)CC(C)O1 (configuration not stated) – NF-kB expr up = 1.1
CC(=O)N1CCN(c2cccc(C)c2C)CC1 – APP 5'UTR act = 4
O=C(CCNC(=O)c1ccccc1Cl)Nc1nccs1 – NF-kB expr up = 1.3

High-throughput results from PubChem.
